Screening results from PubChem BioAssay.
M5 antag: human M5 muscarinic receptor antagonists, primary screen, CHO cells, Fluo-8 calcium fluorescence. Muscarinic acetylcholine receptor M5 (Homo sapiens), P08912. CHO-hM5 cells, ACh EC80. inhibition, % at 3 µM. 0.59% of 360,000 active. AID 624040, 2012;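 active = inhibition above a per-plate cutoff, the mean of that plate's test compounds plus 3 SD, cut at about 27% in these data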;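 also: 0% = acetylcholine EC80 with DMSO and 100% = DMSO without agonist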
Target sequence (P08912 whole entry, looked up): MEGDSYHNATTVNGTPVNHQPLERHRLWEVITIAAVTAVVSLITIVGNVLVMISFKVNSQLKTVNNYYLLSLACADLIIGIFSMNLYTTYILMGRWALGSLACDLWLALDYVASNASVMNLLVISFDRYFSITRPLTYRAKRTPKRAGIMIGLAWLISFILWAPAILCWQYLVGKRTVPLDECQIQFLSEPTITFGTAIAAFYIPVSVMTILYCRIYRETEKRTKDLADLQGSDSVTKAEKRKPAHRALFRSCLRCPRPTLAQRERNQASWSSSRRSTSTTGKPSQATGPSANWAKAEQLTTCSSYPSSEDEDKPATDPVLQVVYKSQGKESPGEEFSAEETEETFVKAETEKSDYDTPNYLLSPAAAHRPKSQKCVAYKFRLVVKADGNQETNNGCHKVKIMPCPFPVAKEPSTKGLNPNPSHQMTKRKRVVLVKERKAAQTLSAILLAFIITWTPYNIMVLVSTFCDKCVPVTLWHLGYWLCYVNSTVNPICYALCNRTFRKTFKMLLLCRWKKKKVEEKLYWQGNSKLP
M1 PAM parental: nonselective calcium activators in parental CHO-K1 cells, primary screen, counter-screen for M1 PAM project, cell-based, Fluo-8 calcium fluorescence, full deck, 1536-well; ATP EC20; 0% at ATP EC20, 100% at ATP max; activation, % at 3 µM; 0.02% of 360,000 active; AID 602247, 2012;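 active = activation above the run cutoff, the mean activation of all test compounds plus 3 SD, cut at about 40% in these data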;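 also: peak over basal fluorescence ratio in a 140 s read after ATP addition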
CRFBP-R2 agonist: agonists of CRF-BP/CRF-R2 complex, primary screen, cell-based, HEK293, calcium dye fluorescence, uHTS; 0.46% of 350,000 active; activation, % at 13.2 µM; calcium dye fluorescence (FLIPR); percent of saturating CRF peptide response;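 active = activation of at least 50%, plus an integration ratio under a set limit after plate pattern correction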;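 also: plate controls were neutral control wells without compound for no effect and CRF at EC100 for full effect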
M4 PAM: human M4 muscarinic receptor positive allosteric modulators, primary screen, CHO-K1 cells, Fluo-8 calcium fluorescence | Muscarinic acetylcholine receptor M4 (Homo sapiens), P08173 | CHO-K1 hM4/Gqi5, ACh EC20; 0% = ACh EC20, 100% = maximal ACh | activation, % at 3 µM | 0.4% of 360,000 active;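 active = activation above its plate's cutoff, the mean activation of sample wells plus 3 SD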; also: some results filed as inactive read as strong as hits
CHRM5 agonist: human M5 muscarinic receptor agonists, primary screen, CHO-K1 cells, Fluo-8 calcium fluorescence; CHO-K1 hM5 cells; 0% DMSO wells, 100% maximal acetylcholine response; activation, % at 3 µM; 0.19% of 360,000 active;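 active = activation above the run's mean over test compounds plus 3 SD, cut at about 23% in these data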;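 also: signal is peak over basal fluorescence ratio across the kinetic read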
M5 PAM: human M5 muscarinic receptor positive allosteric modulators, primary screen, CHO-K1 cells, Fluo-8 calcium fluorescence; Muscarinic acetylcholine receptor M5 (Homo sapiens), P08912; activation, % at 3 µM; 0.3% of 360,000 active; CHO-K1 hM5, ACh EC20 PAM; 0% = ACh EC20, 100% = ACh EC100;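 active = activation above the run cutoff, the mean activation of all test compounds plus 3 SD, cut at about 18% in these data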
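system = human M5 receptor in CHO-K1 cells | compound = one concentration, 3 µM final (nominal) | schedule = Post-acetylcholine fluorescence recording 140 s | signal = Fluo-8 calcium dye fluorescence, kinetic read | benchmarks = low control EC20 acetylcholine (0%), high control EC100 acetylcholine (100%) | repeats = singlicate, one well per test compound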
CRFR2-BP antag: antagonists of CRF-BP/CRF-R2 complex, primary screen, cell-based, HEK293, calcium dye fluorescence, uHTS. CRF-induced calcium fluorescence. inhibition, % at 11.8 µM. 0.59% of 350,000 active. AID 588475, 2011;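 active = inhibition of the ligand-induced calcium signal above about 50% at the single tested concentration, limit read from the data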
TAAR1 agonist: human TAAR1 agonists, primary screen, Fluo-8 calcium fluorescence, CHO RD-HGA16 cells; vehicle wells 0%, saturating PEA agonist 100%; AID 624467, 2012; 0.99% of 360,000 active; activation, % at 3 µM;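 active = activation above the mean activation of all test compounds in the run plus 3 SD, cut at about 38% in these data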
Target sequence (Q96RJ0 whole entry, looked up): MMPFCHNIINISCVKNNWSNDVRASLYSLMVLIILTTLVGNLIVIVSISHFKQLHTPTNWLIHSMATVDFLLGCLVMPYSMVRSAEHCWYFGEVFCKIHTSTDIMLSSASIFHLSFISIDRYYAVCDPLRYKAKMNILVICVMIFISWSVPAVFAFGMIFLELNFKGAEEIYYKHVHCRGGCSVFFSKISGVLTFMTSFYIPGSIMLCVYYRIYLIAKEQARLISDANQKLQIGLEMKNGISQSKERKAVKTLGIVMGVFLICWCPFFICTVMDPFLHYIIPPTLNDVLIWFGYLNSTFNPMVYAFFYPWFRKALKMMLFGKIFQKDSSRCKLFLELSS
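Signal – calcium-sensitive Fluo-8 signal, excitation 470-495, emission 515-575 nm · System – RD-HGA16 (CHO) cells co-expressing Gα16 and hTAAR1 · Incubation – 17-24 h seeding, 75 min 37 °C dye, 30 min RT · Compound dosing – 3 µM single concentration · Repeats – no replicates (n 1)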
TAAR1 antag: human TAAR1 antagonists, primary screen, Fluo-8 calcium fluorescence, CHO RD-HGA16 cells. Trace amine-associated receptor 1 (Homo sapiens), Q96RJ0. antagonist. 1.5% of 360,000 active. inhibition, % at 3 µM;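 active = inhibition above a per-plate cutoff, the mean inhibition of test compounds on that plate plus 3 SD, cut at about 49% in these data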;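 also: 0% = DMSO plus EC80 beta-PEA response and 100% = DMSO alone without agonist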
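Test system – hTAAR1-expressing CHO RD-HGA16 cells, Gα16-coupled · Also added – β-PEA at EC80 concentration, post-compound challenge · Compound – 3 µM, single point · Incubation – dye loading 75 min at 37 °C, then 30 min room temperature · Measured by – Fluo-8 intracellular calcium dye fluorescence, real-time kinetic reads · Benchmarks – vehicle and agonist controls · Replicates – singlicate, one well per test compound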
An asterisk follows results filed as active; · = no result given.

SMILES	M5 antag	M1 PAM parental	CRFBP-R2 agonist	M4 PAM	CHRM5 agonist	M5 PAM	CRFR2-BP antag	TAAR1 agonist	TAAR1 antag
Cn1c(=N)n(CC(=O)C(C)(C)C)c2ccccc21	-1	17	-0.3	10	-1	2	12	7	-18
CCc1nc(SCC(=O)Nc2ccccc2C(=O)OC)n[nH]1	0	17	1.5	3	-4	3	24	2	-14
CCOc1ccc(CCNC(=O)c2cccc(S(=O)(=O)N3CCCCC3)c2)cc1OCC	5	0	0.6	-6	3	-5	-3	3	-2
Cc1cc(NC(=O)CSCC(=O)Nc2cc(Cl)ccc2N2CCN(C)CC2)no1	-6	-20	-1.2	3	-7	-6	-12	3	-3
CCc1ccc(NCc2nc(-c3ccccc3)no2)cc1	-9	25	-1.6	9	-6	6	20	-1	3
Fc1cccc(NC(=S)N2CCn3cccc3C2c2cccnc2)c1 (stereo not drawn)	13	1	2.3	-14	0	-18	-11	2	-1
COc1ccc(CNC(=O)c2cccnc2)cc1	7	13	2.2	1	2	-2	3	4	-49
CC(C)(C)n1ncc2c(=O)n(Cc3ccccc3Br)cnc21	9	10	-0.6	1	-1	-12	5	29	47
CN1C(=O)c2ccc(NC(=O)c3c(C(=O)O)cccc3[N+](=O)[O-])cc2C1=O	8	10	1.3	-1	-1	9	10	0	-22
Cc1occc1-c1nnc(SCC(=O)N2CCCCC2)o1	0	-5	-3.1	0	-1	10	-1	0	-16
CCOc1ccccc1NC(=O)Nc1ccsc1C(=O)OC	6	13	-1.0	2	-4	-5	6	0	-23
Cc1cc(CNC(=O)C2(C(F)(F)F)C/C(=C\CCO)CCCO2)nn1C (stereo not drawn)	1	-9	0.1	0	5	-3	0	2	2
O=S(=O)(NCCNc1ncc(C(F)(F)F)cc1Cl)C(F)(F)F	17	-16	39	-6	8	-13	24	11	19
CCC(C)NS(=O)(=O)c1ccc(NS(=O)(=O)c2ccc(F)cc2)cc1 (stereo not drawn)	7	-5	-1.6	5	2	9	-22	7	14
Cc1ccc2nc(CCc3nc4ccc(C)cc4o3)oc2c1	1	10	-0.8	3	-2	0	9	2	-22
CCOC(=O)CCN(C(=O)Nc1ccccc1)C1CCCCC1	17	9	0.8	-3	0	-8	-9	2	7
CC1CCCCC12NC(=O)N(CC(=O)NC1CCCc3ccccc31)C2=O (stereo not drawn)	-4	23	-6.0	3	-3	-2	24	8	-8
CC(=O)NCCNc1nc2cc(-c3ccccc3CO)sc2c(=O)n1C	-4	8	·	4	0	-3	·	0	-10
CC(C)(Oc1ccc(Cl)cc1)C(=O)NC1=NN(c2ccccc2)C(=O)C1	0	0	-0.8	4	3	3	15	-1	-8
O=C(NC(=O)N1CCSCC1)c1c(Cl)cccc1Cl	6	13	2.0	-5	3	2	-8	5	9
O=[N+]([O-])c1nn(-c2ccc3c(c2)OCCO3)n(O)c1=NC1CCCC1	-7	20	-1.4	14	2	3	1	-2	-1
Cc1nn(C2CCS(=O)(=O)C2)c(C)c1CN(C)C(=O)c1ccc(Cl)cc1 (stereo not drawn)	2	4	0.3	15	3	4	-5	0	-1
CCOC(=O)C(NC(C)=O)(OCc1ccccc1)C(F)(F)F (stereo not drawn)	5	3	-0.6	-1	0	-3	31	1	-5
Nn1c(SCc2ccccc2F)nnc1-c1ccccn1	3	7	4.4	-4	1	8	4	0	-25
Cc1ccc(-c2nnn(CC(=O)N(c3ccc4c(c3)OCCO4)C(C(=O)NCC3CCCO3)c3ccc(F)cc3)n2)o1 (stereo not drawn)	-3	16	1.4	-4	3	0	0	3	-1
CCOC(=O)N1CCN(CC(O)COc2ccc3c(c2)CCC3)CC1 (stereo not drawn)	-1	0	-0.4	-3	-5	3	13	0	-16
CCS(=O)(=O)N1CCC(N2CCC(C)CC2)CC1	-9	16	1.9	4	3	15	-5	0	4
COc1ccc(Cl)cc1Nc1ncnc2sc(C)c(S(=O)(=O)N3CCC(C)CC3)c12	6	-6	4.5	6	1	-4	2	5	-13
COc1ccc(CCN2C(=O)CCC3=C2CCCC3=O)cc1OC	2	2	·	-5	0	-3	·	·	·
COc1ccc(C(=O)NC2=NCCS2)cc1S(=O)(=O)N1CCCCC1C (stereo not drawn)	10	-14	-1.4	-8	-3	0	-4	15	-6
O=C1c2ccc(Br)cc2C(=O)N1c1ccc(Cc2ccncc2)cc1	12	2	1.7	-10	7	-13	5	5	23
CCOc1ccc2[nH]c(=O)c(=O)[nH]c2c1	-5	5	-0.5	3	-1	-9	9	1	-4
CSCCC(C(=O)Nc1c(C)cccc1C)N(Cc1ccccc1)Cc1ccccc1 (stereo not drawn)	-6	-3	·	8	4	6	·	1	4
N#CCCn1cc(/C=N/NC(N)=S)c(-c2ccccc2)n1	13	-10	-2.0	7	1	-3	-1	2	6
CN1CCN(S(=O)(=O)NC[C@H]2O[C@@H](n3cnc4c(N)ncnc43)[C@H](O)[C@@H]2O)CC1	-4	16	1.7	11	0	1	11	1	-10
Cc1cccc(C)c1-n1nnnc1C(c1cccs1)N1CCN(C/C=C/c2ccccc2)CC1 (stereo not drawn)	29*	2	·	-12	-8	-22	·	0	-12
Cc1ccc2nc(-c3cccnc3)oc2c1	3	-4	2.1	-4	-1	0	10	-2	-18
CC1CCN(c2nc3nonc3nc2Nc2ccc(F)cc2)CC1	10	-10	-2.4	-6	-6	-16	-34	-1	23
CC(C)C[C@@H](NC(=O)C1CCC(CNC(=O)[C@@H]2CCCN2C(=O)OC(C)(C)C)CC1)C(=O)O (stereo partly drawn)	13	-11	1.7	0	-4	-2	0	0	-5
COc1ccccc1N1CCN(C(=O)c2cccc(N3C(=O)C4C5C=CC(C5)C4C3=O)c2)CC1 (stereo not drawn)	-8	19	-1.6	7	3	2	-10	5	-6
C1=C[C@H]2CC[C@@H]1N(c1ccccc1)O2	-20	9	-1.3	1	1	1	4	0	-20
CNC(=O)c1cc(NC(=O)CCn2nc(-c3ccc(C)cc3)c3ccccc3c2=O)ccc1OC	-6	9	-7.9	2	-12	-1	8	-2	-17
Cc1ccc(NC(=O)COC(=O)Cn2nc(-c3ccc(F)cc3)oc2=O)cc1C	8	11	0.4	1	1	1	2	1	-9
CC1(c2nnc(-c3ccncc3)o2)CC(c2c(Cl)cccc2Cl)=NO1 (stereo not drawn)	4	3	-1.1	0	1	-9	10	13	32
CCN1C(=NCCOC)N[C@@H](c2cccs2)C(C(=O)OC)=C1C	0	13	-2.2	-2	-11	-13	9	1	-9
Cc1ccc(Nc2nc(-c3sc(N)nc3C)cs2)cc1	-15	-5	0.6	-8	7	20*	-8	-3	7
COc1cc(/C=N/Nc2nc(Nc3ccccc3)nc(-n3nc(C)cc3C)n2)cc(OC)c1OC	19	7	1.0	-7	1	-13	12	6	64*
COc1ccc(N(C=O)C(=S)SC)cc1	-1	20	-3.2	5	-5	2	-4	-2	-9
CC1(c2cccc(N)c2)OCCO1	10	-1	-2.3	-2	0	-4	13	2	-24
O=C(NC(Cc1c[nH]c2ccccc12)C(=O)N/N=C/c1ccc(Cl)cc1)c1cccs1 (stereo not drawn)	27*	-4	-1.1	-12	-2	-15	-38	4	46
Additional results follow:
SMILES	M5 antag	M1 PAM parental	CRFBP-R2 agonist	M4 PAM	CHRM5 agonist	M5 PAM	CRFR2-BP antag	TAAR1 agonist	TAAR1 antag
O=C(Cc1ccc(F)cc1)N(c1ccccc1)C1C=CS(=O)(=O)C1 (stereo not drawn)	14	11	0.9	3	2	-4	7	2	-16
CC1CCC(NC(=O)CN(C)S(=O)(=O)c2cccc3cccnc23)CC1 (stereo not drawn)	3	24	0.5	-4	0	-2	-13	2	-10
COc1cc(C(=O)Nc2ccc(C#N)cc2)c([N+](=O)[O-])cc1OC	6	4	2.4	-11	0	-3	4	1	10
C[C@H](NC(=O)C(c1ccccc1)c1ccccc1)c1ccccc1	-3	19	-5.0	3	-9	-2	44	-2	-13
COC(=O)c1ccccc1NC(=O)c1cc[n+](C)cc1	-2	22	-0.5	-1	0	3	-8	1	-10
CN(Cc1cnccn1)Cc1cn(Cc2ccccc2)nc1-c1ccc2c(c1)OCO2	3	0	-2.6	9	1	0	1	1	9
Cc1ccc(NC2=C(Cl)C(=O)c3ccccc3C2=O)cc1	9	18	-1.1	-3	-2	-7	91*	-3	48
O=C1NCCN(Cc2cccc(Oc3ccccc3)c2)C1CC(=O)N1CCCCO1 (stereo not drawn)	-4	15	-0.5	3	3	4	11	12	7
O=C(Nc1ccc(N2CCOCC2)cc1N1CCOCC1)c1ccc([N+](=O)[O-])cc1	-6	-2	7.4	15	0	9	12	2	1
O=C(NCc1nc2ccccc2[nH]1)c1cccc(S(=O)(=O)N2CCCCC2)c1	8	6	-0.6	-4	-3	-1	7	3	6
Cc1ccc(NC(=O)CN2C(=O)NC3(CCCc4ccccc43)C2=O)c([N+](=O)[O-])c1 (stereo not drawn)	5	6	3.5	11	0	-2	-29	6	-13
CCc1c(C#N)c(=O)[nH]c(=O)n1-c1ccccc1	-9	-21	-0.9	10	5	0	7	1	-18
COCCCNC(=O)CN(CCc1ccccc1)S(=O)(=O)c1ccccc1	-25	22	-1.0	2	1	12	-4	3	-6
CCCN(C(=O)CSc1nnnn1C)C1CCS(=O)(=O)C1 (stereo not drawn)	2	20	-0.2	7	-4	2	17	6	-8
Cc1ccccc1NC(=O)C(C)c1ccc(-c2ccccc2)c(F)c1 (stereo not drawn)	4	25	1.5	-5	1	-4	4	13	42

Profiles from above.
`Cc1ccc(NC(=O)CN2C(=O)NC3(CCCc4ccccc43)C2=O)c([N+](=O)[O-])c1` (stereo not drawn) across the screens: M5 antag = 5; M1 PAM parental = 6; CRFBP-R2 agonist = 3.5; M4 PAM = 11; CHRM5 agonist = 0; M5 PAM = -2; CRFR2-BP antag = -29; TAAR1 agonist = 6; TAAR1 antag = -13
`COCCCNC(=O)CN(CCc1ccccc1)S(=O)(=O)c1ccccc1` across the screens: M5 antag = -25; M1 PAM parental = 22; CRFBP-R2 agonist = -1.0; M4 PAM = 2; CHRM5 agonist = 1; M5 PAM = 12; CRFR2-BP antag = -4; TAAR1 agonist = 3; TAAR1 antag = -6
`Cc1ccccc1NC(=O)C(C)c1ccc(-c2ccccc2)c(F)c1` (stereo not drawn) across the screens: M5 antag = 4; M1 PAM parental = 25; CRFBP-R2 agonist = 1.5; M4 PAM = -5; CHRM5 agonist = 1; M5 PAM = -4; CRFR2-BP antag = 4; TAAR1 agonist = 13; TAAR1 antag = 42
